GPR35 antagonists: inhibition of zaprinast-stimulated GPR35 beta-arrestin translocation – imaging, U2OS, beta-arrestin-GFP, zaprinast agonist, primary screen (AID 2058) | U2OS GPR35 beta-arrestin-GFP translocation imaging, zaprinast antagonism; higher % means a stronger effect | inhibition, % at 10 µM, or IC50 in µM where a hit was titrated | hit rate 0.052% among 290,000;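 active means inhibition of at least 50% with at least 30 cells and total cytoplasm GFP at most 10,000,000; inconclusive means under 30 cells or total GFP of 10,000,000 plus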
Siah-1 displacement: blockers of Siah-1 interaction with plectin peptide – biochemical, fluorescence polarization, rhodamine-plectin, uHTS, primary screen (AID 1817); Siah-1 / rhodamine-plectin peptide fluorescence polarization; higher % means a stronger effect; displacement, % at 20 µM; hits with a dose series show IC50 in µM; hit rate 0.02% among 290,000;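 active means displacement of at least 50% at 20 µM, with a fluorescence ratio check between 0.3 and a set limit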;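 further: plate controls were Siah plus tracer with DMSO for no effect and tracer alone without Siah for full effect; strong numbers were not always called active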
NS5 inhibitors: Dengue-2 NS5 methyltransferase inhibitors, primary screen, biochemical, confirmation dose response (AID 588689). Dengue-2 NS5 methyltransferase capping enzyme assay, biochemical; higher % means a stronger effect. one-dose inhibition, % at 25 µM; IC50 in µM for titrated hits. hit rate 0.3% among 340,000; in the data active means a potency from the dose series; inconclusive means inhibition above about 29% without an active follow-up result
HIV fusion peptide: inhibitors of HIV fusion peptide binding, primary screen, biochemical, uHTS, fluorescence dequenching (AID 1986). hit rate 0.3% among 290,000. cell-free peptide binding, fluorescence dequenching, 30 min; higher % means a stronger effect. inhibition, % at 20 µM; hits with a dose series show IC50 in µM; in the data active means inhibition mostly above about 52%, no sharp cut-off; inactive means mostly below about 76%; further: some results filed as inactive read as strong as hits
AID2073: disruptors of CaV2.2 binding to Mint1 – biochemical, HTRF (AID 2073); inhibition, % at 20 µM, or IC50 in µM where a hit was titrated; HTRF protein-protein interaction, Mint1-CaV2.2; higher % means a stronger effect; hit rate 0.19% among 290,000; in the data active means inhibition mostly above about 51%, no sharp cut-off; inconclusive means no clear call, values can overlap the other calls; inactive means mostly below about 53%; further: some results filed as inactive read as strong as hits
NTR1 agonist: NTR1-driven beta-arrestin-GFP spot formation – imaging, U2OS cells, high content, primary screen (AID 493036) | P30989 | agonist mode | activation, % at 20 µM | hit rate 0.17% among 330,000;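 active means activation at or above 40% of the spot to cytoplasm intensity ratio, with at least 20 cells analyzed; inconclusive means wells under 20 cells, flagged as cytotoxic or low count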;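 further: 0% = DMSO without peptide and 100% = 100 nM NTR1 peptide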
Target sequence (P30989 whole entry, looked up): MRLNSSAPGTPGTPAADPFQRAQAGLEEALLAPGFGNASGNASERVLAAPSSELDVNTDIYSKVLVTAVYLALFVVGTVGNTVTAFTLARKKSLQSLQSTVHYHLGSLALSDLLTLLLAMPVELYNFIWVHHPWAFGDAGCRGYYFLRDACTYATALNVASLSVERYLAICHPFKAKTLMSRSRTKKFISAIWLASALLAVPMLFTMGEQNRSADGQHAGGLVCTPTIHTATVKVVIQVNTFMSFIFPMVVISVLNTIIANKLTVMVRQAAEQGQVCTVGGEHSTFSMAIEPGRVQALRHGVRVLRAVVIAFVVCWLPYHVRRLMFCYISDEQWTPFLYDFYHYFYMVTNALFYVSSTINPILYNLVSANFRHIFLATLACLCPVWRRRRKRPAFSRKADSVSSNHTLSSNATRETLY
GPR55 beta-arrestin: GPR55 agonists via beta-arrestin recruitment, primary screen, imaging, U2OS cells, beta-arrestin-GFP redistribution (AID 1961) | U2OS GPR55 beta-arrestin-GFP redistribution imaging; higher % means a stronger effect | activation, % at 10 µM, or EC50 in µM where a hit was titrated | hit rate 0.048% among 290,000;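 active means activation above 40% with more than 50 cells counted in the well; inconclusive means wells holding fewer than 50 cells, flagged as toxic or sparse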;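 further: U2OS osteosarcoma cells stably expressing GPR55 and beta-arrestin-GFP; plate controls were DMSO negative control for no effect and LPI positive control for full effect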
GPR55 LPI antagonism: GPR55 antagonists blocking LPI-driven arrestin recruitment, primary screen, imaging, U2OS, beta-arrestin-GFP, LPI agonist (AID 2013) | inhibition, % at 10 µM, or IC50 in µM where a hit was titrated | U2OS GPR55 beta-arrestin-GFP translocation imaging, LPI antagonism; higher % means a stronger effect | hit rate 0.13% among 290,000;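 active means spots per cell inhibited over 60%, with over 100 cells counted and total cytoplasm intensity under 500,000; inconclusive means wells with under 100 cells, flagged as likely toxic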;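 further: U2OS cells stably carrying GPR55 and arrestin-GFP stimulated by 5 µM LPI near EC80; imaged beta-arrestin-GFP aggregate spots per cell after agonist stimulation; plate controls were LPI-stimulated DMSO wells for no effect and DMSO wells without LPI for full effect; some results filed as inactive read as strong as hits; confirmed hits need IC50 under 10 µM and bright autofluorescent wells are also inconclusive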
UTI89 phage lysis: inhibition of K1F phage lysis, E. coli UTI89, bacterial capsule biogenesis inhibitors, alamar blue (AID 488966). E. coli UTI89 K1F phage lysis, alamar blue, 2 h; higher % means a stronger effect. inhibition, % at 100 µM; hits with a dose series show IC50 in µM. hit rate 0.02% among 340,000;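 active means phage lysis inhibition, versus mean bacterial control, above a set limit; inconclusive means no clear call, values can overlap the other calls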;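 further: capsule biogenesis inhibitors block K1F phage lysis so surviving cells raise fluorescence; higher fluorescence means more inhibition of phage lysis; actives were called in the ten point dose series up to 300 µM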
NTR1 agonist cell count 20 µM: also measured in NTR1 agonist; calls as there; cell count; measured here: cell count, cytotoxicity flag
The depositor's hits bear a star; ? = inconclusive; · = not tested or not shown; [ ] = remark or other dose.

nr	Compound	GPR35 antagonists	Siah-1 displacement	NS5 inhibitors	HIV fusion peptide	AID2073	NTR1 agonist	NTR1 agonist cell count 20 µM	GPR55 beta-arrestin	GPR55 LPI antagonism	UTI89 phage lysis
1	O=C(CN1CCN(Cc2ccccc2)CC1)N/N=C/C=C/c1ccccc1[N+](=O)[O-]	-1.1%	6.3%	-6.5%	-3.3%	-13.1%	-1.5	72	0.1%	3.6%	1.9%
2	COc1ccc(NC(=O)c2sc3nc(N4CCOCC4)c4c(c3c2N)CCCC4)c(OC)c1	-16.7%	0.0%	1.8%	0.1%	-8.7%	7.3	72	-0.1%	9.9%	0.1%
3	N#CC1=C(N)OC2=C(C(=O)CCC2)C1C1C=CCCC1 (configuration not stated)	0.8%	6.6%	-1.4%	-1.0%	-6.5%	-0.5	58	-0.1%	-2.3%	0.7%
4	Cc1ccc(-c2nnc(NC(=O)Cc3ccc(F)cc3)o2)c(C)c1	-1.4%	-4.0%	3.5%	-0.1%	17.5%	0.8	66	-0.1%	1.6%	0.4%
5	CCc1noc(C)c1C(=O)NNC(=O)COc1ccc(Br)cc1	-7.7%	1.9%	4.2%	-0.5%	2.3%	-0.3	68	-0.2%	-1.0%	1.9%
6	CCc1nc(SCc2ccc([N+](=O)[O-])cc2)n[nH]1	10.9%	-2.7%	-4.8%	1.2%	10.6%	-0.4	104	-0.5%	5.3%	-5.3%
7	Cc1nn(C)cc1/C=N\NC(=O)c1ccc(Cn2cc(Cl)cn2)cc1	-8.1%	1.9%	-5.5%	10.0%	1.6%	2.0	79	0.2%	-0.8%	0.5%[50 µM]
8	CC(=O)N1CCN(Cc2nc3cc(NC(=O)c4cccs4)ccc3n2C)CC1	-5.1%	0.0%	-2.4%	-0.4%	2.0%	-1.3	31	0.0%	-8.7%	0.2%
9	CCOc1ccc(CN2CCN(Cc3cnc(N4CCOCC4)s3)CC2CCO)cc1 (configuration not stated)	16.1%	2.5%	-1.5%	2.9%	0.7%	0.7	65	-0.1%	-1.1%	0.4%
10	CCCc1c(C)nc2ccc(OC)cc2c1SCCC(=O)O	-9.9%	0.9%	-0.7%	3.8%	5.0%	0.3	68	-0.3%	9.5%	-1.2%
11	c1cncc(CNc2ncnc3sc4c(c23)CCC4)c1	-14.4%	10.6%	-9.3%	-1.3%	48.3%	-0.4	28	-0.6%	-15.2%	0.5%
12	CCCCN(C)CCNC(=O)CCn1nc(-c2ccc(C)cc2)ccc1=O	-10.3%	4.8%	0.0%	-0.6%	5.7%	-0.4	103	1.3%	-2.9%	0.2%

Next results
nr	Compound	GPR35 antagonists	Siah-1 displacement	NS5 inhibitors	HIV fusion peptide	AID2073	NTR1 agonist	NTR1 agonist cell count 20 µM	GPR55 beta-arrestin	GPR55 LPI antagonism	UTI89 phage lysis
13	O=C(CCCCC(=O)NNC(=O)COc1ccccc1)NNC(=O)COc1ccccc1	-3.1%	10.1%	-5.9%	1.3%	-15.1%	-2.0	49	-0.4%	?	-1.1%
14	COc1cccc(Cn2nnc(C(=O)NCc3ccc4c(c3)OCO4)c2N)c1	-0.3%	-1.1%	-7.1%	-2.0%	-11.8%	-1.8	78	0.9%	4.7%	0.0%
15	C=CCNc1nc(N2CCCCC2)c(C#N)c2c1CN(Cc1ccccc1)CC2	4.9%	5.9%	4.7%	1.9%	5.6%	11.8	41	-0.2%	18.6%	0.1%
16	CC1CCN(CCCNC(=O)c2cc3sccc3n2C)CC1	15.8%	-2.1%	-4.0%	4.6%	-1.4%	2.4	73	0.2%	2.6%	6.9%
17	Cc1cc(C(=O)COc2ccc(Cl)cc2Br)c(C)n1C	1.9%	-2.4%	-5.9%	0.3%	-2.9%	4.4	68	1.1%	-1.4%	0.1%
18	COc1ccccc1CC(NC(C)=O)C(=O)NC1CCN(C(=O)Nc2cccc(F)c2)CC1 (configuration not stated)	-3.1%	-3.3%	-7.4%	-1.2%	2.3%	0.1	47	0.3%	-9.1%	0.2%
19	COc1ccc(CN(C)Cc2c(O)ccc3ccccc23)cc1	17.2%	-4.8%	-4.9%	-3.0%	-6.6%	3.9	77	·	1.7%	-0.1%
20	Cc1cccc(-c2noc(CN(C(C)C)S(=O)(=O)c3ccc(F)cc3)n2)c1	-2.1%	6.0%	-4.1%	-1.6%	-1.9%	1.6	52	0.0%	7.0%	0.2%
21	C/C(=N/NC(=O)c1nnn(-c2nonc2N)c1-c1ccccc1)c1ccc2c(c1)OCO2	13.7%	-2.5%	5.0%	0.8%	1.0%	4.6	53	0.6%	0.8%	-0.2%
22	CCN(CC)CCOC(=O)c1c(C)n(C)c2ccc(OC)cc12	13.1%	6.0%	8.6%	-0.5%	-4.8%	-1.1	39	0.0%	20.6%	-0.4%
23	Cc1csc(SCC(=O)NC23CC4CC(CC(C4)C2)C3)n1	-2.2%	5.1%	-1.1%	0.9%	2.3%	-0.4	56	0.2%	18.9%	1.4%
24	CCOc1ccc(NC(=O)CSc2nc(N)c(-c3ccccc3)c(=O)[nH]2)cc1	-0.5%	2.7%	1.5%	-0.4%	1.8%	-0.1	96	-0.6%	-20.1%	0.3%

Other entries follow:
nr	Compound	GPR35 antagonists	Siah-1 displacement	NS5 inhibitors	HIV fusion peptide	AID2073	NTR1 agonist	NTR1 agonist cell count 20 µM	GPR55 beta-arrestin	GPR55 LPI antagonism	UTI89 phage lysis
25	Nn1c(=O)[nH]c2ccccc2c1=O	-3.7%	0.4%	-2.8%	-1.3%	-2.7%	-0.2	66	-0.2%	9.9%	0.0%
26	Fc1ccc(-c2nc3ccccn3c2NCc2ccc3c(c2)OCO3)cc1	-5.4%	-3.0%	-7.4%	-1.3%	29.9%	1.2	43	-0.2%	-6.6%	0.2%
27	CCOc1ccc(NC(=O)CSc2nnc(Cn3cnc4ccccc43)n2C)cc1	0.2%	0.5%	4.7%	0.5%	10.1%	0.2	41	2.0%	-6.9%	0.6%
28	CCn1c(CNC(=O)c2ccc(OC)c(OC)c2)nnc1SCC(=O)c1ccc(OC)cc1	12.8%	-2.7%	-16.2%	-2.6%	-5.1%	1.5	68	-0.2%	1.0%	-0.1%
29	CC(=O)NC1C(=O)N(CCN2CCOCC2)c2ccc(Br)cc21 (configuration not stated)	-5.4%	14.2%	-14.4%	0.4%	5.1%	-1.1	94	0.5%	-0.6%	0.4%[50 µM]
30	COCCn1c(SCC(=O)N2CCc3ccccc3C2)nc2cc(Cl)ccc2c1=O	·	-0.1%	-3.2%	-1.1%	15.7%	12.2	51	0.6%	3.9%	0.1%[50 µM]
31	CCC1CCCCN1C(=O)Cn1nc([N+](=O)[O-])c(Cl)c1C (configuration not stated)	1.0%	-1.3%	-0.8%	2.6%	-5.9%	1.0	35	-0.3%	-2.5%	-0.1%
32	c1ccc2c3c(cc(N4CCOCC4)c2c1)OC1(N2CCOCC2)CCCCC1O3 (configuration not stated)	4.6%	-5.2%	-3.4%	-0.9%	6.6%	1.5	39	-0.2%	6.8%	-6.8%
33	COc1ccc(CCC(=O)NC(C)c2ccccc2)cc1OC (configuration not stated)	14.0%	-1.7%	1.4%	-0.8%	11.7%	-0.3	91	-0.3%	-4.6%	-0.1%
34	Cn1nnnc1SCc1c(F)cccc1F	1.9%	2.9%	-2.8%	1.8%	7.7%	0.4	65	0.0%	21.2%	5.6%
35	C=CCOc1nc(-c2ccccc2Cl)nc2ccccc12	-7.8%	2.7%	0.8%	0.1%	-7.5%	-0.5	49	-0.1%	-2.5%	-0.9%
36	CCOC(=O)N1CCN(CC(=O)Nc2cccc(Br)c2)CC1	9.0%	1.0%	-2.1%	-2.3%	-6.8%	-1.4	51	0.2%	5.7%	1.0%

Next compounds:
nr	Compound	GPR35 antagonists	Siah-1 displacement	NS5 inhibitors	HIV fusion peptide	AID2073	NTR1 agonist	NTR1 agonist cell count 20 µM	GPR55 beta-arrestin	GPR55 LPI antagonism	UTI89 phage lysis
37	Cc1nc2cc(NS(=O)(=O)c3cccc4cccnc34)ccc2s1	-4.3%	-0.6%	0.6%	1.1%	-5.8%	0.8	57	-0.1%	-17.2%	0.3%
38	CN(C)c1ccc(/C=N/c2cc(-c3ccccc3)nn2-c2ccccc2)cc1	-0.6%	-2.7%	20.1%	-1.8%	-3.5%	1.5	81	-0.1%	6.7%	1.2%
39	C/C(=N\NC(=S)NC1CCCCC1)c1c(F)cccc1F	11.5%	-5.8%	-3.9%	-0.2%	-0.9%	4.6	44	-1.1%	0.8%	0.8%
40	CCCOC(=O)C1=C(C)NC(=O)NC1c1ccc(Br)s1 (configuration not stated)	22.8%	-3.1%	-2.1%	2.0%	-11.1%	0.7	40	-0.2%	8.1%	-0.2%
41	COc1ccc(N(C(=O)c2ccncc2)S(=O)(=O)c2ccc(F)cc2)cc1	0.1%	4.7%	-29.4%	-1.5%	10.4%	-0.4	54	0.0%	-6.0%	0.5%
42	CCCN1C2CCCC1CC(NC(=O)c1ccccc1F)C2 (configuration not stated)	8.3%	11.1%	2.4%	2.7%	9.6%	-1.4	81	0.8%	13.1%	0.7%
43	Cc1nn(C)c(Cl)c1CN1CCN(C2CCCCC2)C(CCO)C1 (configuration not stated)	28.1%	-6.1%	-9.3%	-0.5%	-4.2%	0.4	57	-0.1%	-4.7%	0.5%[50 µM]
44	Cc1sc(NC(=O)Cc2ccc3c(c2)OCO3)nc1-c1ccc2c(c1)CCN2C(=O)c1ccccc1F	-8.5%	3.0%	3.2%	-1.4%	27.8%	2.3	28	0.6%	17.4%	0.7%
45	O=S(=O)(Nc1cccc2ccccc12)c1cccs1	18.0%	4.6%	-1.3%	-0.3%	6.6%	-0.7	45	-0.1%	9.8%	0.6%[50 µM]
46	CCOc1ccccc1N1CCN(C(=O)NCc2ccc(C)cc2)CC1	2.1%	-0.4%	-9.0%	-0.5%	-4.0%	-0.4	38	-0.1%	-11.2%	-0.1%
47	COc1cccc(/C=C2\SC(=S)N(CCCC(=O)Nc3cc(C)on3)C2=O)c1	-6.0%	2.1%	18.2%	10.4%	23.0%	24.0	67	-0.2%	5.5%	0.1%
48	O=C(O)c1ccccc1-c1csc(-c2ccccc2)n1	-5.7%	5.2%	·	1.8%	2.1%	1.1	76	-0.1%	10.7%	3.3%

Bioassay records (PubChem BioAssay)
